Rab9 promoter act – Rab9 promoter activation | Huh7 Rab9 promoter-luciferase reporter, luminescence, 24 h | Potency, µM (titrated, usually from 9.22 µM), for the others: top-dose activation, negative = inhibition, actives largely listed as activators | 320,000 tested, 2.8% active | AID 485297; note: potency is the fitted concentration of half-maximal effect; % of control where 0% means no effect; nearly all actives have a fitted effect of over 60% in size
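Luminescence from Amplite-detected luciferase (10 minutes, ambient) reports Rab9 promoter activation. Before that, stable Rab9-luciferase Huh7 cells (1500/well, reduced-serum OP-MEM I plus 10% FBS) were exposed to compound for 24 hours at 37C.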
Tb PFK block – blocks T. brucei phosphofructokinase. O15648. T. brucei PFK, ADP-Glo luminescence. Potency, µM (series often up to 57.5 µM), without a hit: top-dose activity, negative = inhibition, hits mostly inhibitors. 330,000 tested, 0.17% active. AID 485367;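 note: potency is the fitted concentration of half-maximal effect; 0% = uninhibited 1x PFK enzyme wells and -100% = no-enzyme wells; nearly all actives have a fitted effect of over 60% in size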
Target sequence (O15648 whole entry, looked up): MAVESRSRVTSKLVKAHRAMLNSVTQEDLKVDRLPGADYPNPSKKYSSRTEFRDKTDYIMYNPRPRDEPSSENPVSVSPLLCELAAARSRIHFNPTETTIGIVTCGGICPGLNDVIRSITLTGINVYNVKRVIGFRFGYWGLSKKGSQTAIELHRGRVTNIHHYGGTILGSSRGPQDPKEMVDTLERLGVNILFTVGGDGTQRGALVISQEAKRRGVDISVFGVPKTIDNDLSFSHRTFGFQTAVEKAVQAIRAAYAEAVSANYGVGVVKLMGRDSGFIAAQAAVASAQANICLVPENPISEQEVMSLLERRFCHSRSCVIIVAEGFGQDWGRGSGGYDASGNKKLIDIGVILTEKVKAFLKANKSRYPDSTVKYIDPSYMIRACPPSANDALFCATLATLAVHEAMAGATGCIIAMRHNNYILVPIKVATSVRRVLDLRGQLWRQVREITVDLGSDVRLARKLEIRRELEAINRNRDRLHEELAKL
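Luminescent ADP detection (ADP-Glo, two-step: ATP depletion then ADP-to-ATP conversion for luciferase) reported PFK activity after 45 min room-temperature reaction of 1.25 nM enzyme with 0.5 mM F6P and 0.1 mM ATP at pH 8.0.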
BRCA1 expr act – activators of BRCA1 expression | MCF7-BRCA1-FFLuc reporter, luminescence, 48 h; response scale: scaled: vehicle 0%, 10 µM genistein 100% | Potency, µM (doses to about 46.1 µM), for inactives: at the top dose activation, hits mostly activators | 380,000 tested, 1.1% active | AID 624202; note: potency is the fitted concentration of half-maximal effect; nearly all actives have a fitted effect of over 80% in size; some results filed as inactive show a strong effect at the top dose
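Using MCF7 cells harboring a BRCA1 firefly luciferase reporter, plated 2 h before compound pinning, the screen measured luminescence after 48 h incubation. Responses were normalized to DMSO and 10 microM genistein, then fitted for concentration-effect.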
NPC1 prom act – activators of NPC1 promoter; Potency, µM (titrated, usually from 9.22 µM), inactives show at the top dose activation, actives largely listed as activators; Huh7 NPC1 promoter luciferase reporter, 24 h; AID 485313; 320,000 tested, 2.4% active;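 note: potency is the fitted concentration of half-maximal effect; % of control where 0% means no effect; nearly all actives have a fitted effect of over 60% in size; reporter is driven by a mutant NPC1 promoter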
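Cells: Huh7 expressing luciferase under the NPC1 promoter, 1500/well. Seeded 2 h, compound added, incubated 24 h at 37 °C. Luciferase reagent, 10 min ambient, then luminescence.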
ELG1 repair inh – blocks ELG1-dependent DNA repair in HEK293T cells. HEK293T ELG1-luciferase reporter, luminescence, 16 h; DNA damage induced by 5-fluorouridine. Potency, µM (highest dose often 46.1 µM), for inactives: at the highest dose activity change, negative = inhibition, actives largely listed as inhibitors. 330,000 tested, 2.3% active. AID 504467; note: potency is the fitted concentration of half-maximal effect; % is set by controls: 0 for no effect and ±100 for the full control effect; nearly all actives have a fitted effect of over 55% in size
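DMSO vehicle served as the neutral condition. Each well held 2,000 cells given 5-fluorouridine plus compound; after 16 hr at 37 °C/5% CO2, ONE-Glo was added and luciferase measured 30 min later.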
RORgamma inh – blocks mouse ROR gamma transcriptional activity; P51450; Drosophila S2 Gal4-RORgamma UAS-luciferase reporter, 20 h; Potency, µM (top dose mostly 53.6 µM), without a hit: at the top dose activity change, negative = inhibition, usual class: inhibitors; 310,000 tested, 5.4% active; AID 2551; note: potency is the fitted concentration of half-maximal effect; % is set by controls: 0 for no effect and ±100 for the full control effect; nearly all actives have a fitted effect of over 60% in size
Target sequence (P51450 whole entry, looked up, the tested form may be a part): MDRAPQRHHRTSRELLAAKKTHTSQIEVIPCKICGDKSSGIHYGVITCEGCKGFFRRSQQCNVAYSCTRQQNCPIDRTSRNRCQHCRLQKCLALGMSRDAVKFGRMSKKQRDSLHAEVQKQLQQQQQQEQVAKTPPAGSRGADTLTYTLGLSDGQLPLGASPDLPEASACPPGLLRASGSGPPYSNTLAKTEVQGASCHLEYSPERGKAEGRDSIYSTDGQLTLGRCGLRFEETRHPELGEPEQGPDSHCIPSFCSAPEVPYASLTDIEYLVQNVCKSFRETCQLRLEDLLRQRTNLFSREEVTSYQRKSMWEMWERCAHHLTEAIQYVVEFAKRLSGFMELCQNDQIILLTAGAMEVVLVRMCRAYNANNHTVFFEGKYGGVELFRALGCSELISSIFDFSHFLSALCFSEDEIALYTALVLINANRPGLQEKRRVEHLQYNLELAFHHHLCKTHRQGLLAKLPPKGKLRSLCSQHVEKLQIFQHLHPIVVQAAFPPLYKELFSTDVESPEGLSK
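Drosophila Schneider cells stably carrying a metallothionein-driven Gal4 DBD–ROR gamma fusion and a UAS-Photinus luciferase reporter were exposed to compound for 1 hr, then induced with copper sulfate (700 uM final) for 20 hr at ambient temperature before luminescence reading.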
TRPV1 ag – activates the human vanilloid receptor TRPV1; Q8NER1; TRPV1-expressing cells, Fluo-8 calcium influx, agonist mode; 320,000 tested, 0.19% active; activation, % at 8.33 µM; in the data active = activation above about 80%; inconclusive = between about 30% and that limit; note: 0% is about no effect
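Fluo-8 calcium influx in TRPV1-expressing cells, kinetic read (ex 480/em 520 nm). Compound added and read 3 min for agonist activity, followed by capsaicin at EC20 final and 2 min further read for enhancement.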
FLuc modulator – counter-screen for miR-21 project: firefly luciferase inhibitors or activators | P08659 | purified FLuc, Km substrates, luminescence inhibition | Potency, µM (series often up to 57.5 µM), for the others: at the highest dose activity change, negative = inhibition, most hits filed as inhibitors | 360,000 tested, 6.9% active;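 note: potency is the fitted concentration of half-maximal effect; plate controls were vehicle for no effect and reference inhibitor for full effect; nearly all actives have a fitted effect of over 55% in size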
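Purified P. pyralis luciferase, 10 nM final, with Km-level 10 uM D-luciferin and 10 uM ATP in 50 mM Tris acetate pH 7.5, 10 mM Mg acetate, 0.01% Tween-20, 0.05% BSA; 6-point qHTS titration about 60 µM downward; luminescence read.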
Gal4-VP16 FLuc – inhibits Gal4-VP16 luciferase reporter, ROR gamma counter-screen. 310,000 tested, 3.5% active. Drosophila S2 Gal4-VP16 UAS-luciferase, luminescence, 20 h. AID 2546. Potency, µM (series often up to 53.6 µM), without a hit: at the top dose activity, negative = inhibition, actives largely listed as inhibitors;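 note: Gal4-VP16 expression switched on by copper sulfate through the metallothionein promoter; potency is the fitted concentration of half-maximal effect; % is set by controls: 0 for no effect and ±100 for the full control effect; nearly all actives have a fitted effect of over 50% in size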
p53 reactivator – restores transcriptional activity of mutant p53. AID 504706. Potency, µM (series often up to 92.2 µM), for inactives: at the top dose activity change, positive = activation, hits mostly activators. 320,000 tested, 0.063% active. H1299 p53-A138V BP100-luciferase reporter, luminescence, 24 h; note: potency is the fitted concentration of half-maximal effect; % of control where 0% means no effect; nearly all actives have a fitted effect of over 45% in size
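H1299 (p53-null), stable ts p53-A138V + BP100-Luc; 1000 cells/well, Opti-MEM/10% FBS; cpd 4 pt, 1:5; 24 h, 37 deg C, 5% CO2; detection reagent 10 min RT; luminescence.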
ELG1 genotox – induces genotoxicity in HEK293T cells with luciferase-tagged ELG1; HEK293T ELG1-luciferase reporter, luminescence, 16 h; Potency, µM (titrated, usually from 46 µM), for the others: at the highest dose activity change, positive = activation, usual class: activators; 330,000 tested, 1.3% active; note: potency is the fitted concentration of half-maximal effect; % of control where 0% means no effect; nearly all actives have a fitted effect of over 60% in size
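Genotoxicity was scored as increased ELG1-luciferase reporter signal, measured by ONE-Glo luminescence (30 min, room temperature). Compound or vehicle exposure of the HEK293T reporter cells lasted 16 hr at 37°C.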
Starred values were filed as active, the others as inactive; ? = inconclusive; . = not tested or not shown; [ ] = dose if it differs, or a comment. Unless noted, calls come from the whole dose curve; as a rule, active = well fitted curve in the direction sought with a large enough effect; inconclusive = small, poorly fitted or top-dose-only effect, or another doubt; inactive = no such curve, though single readings can be large; an effect the other way counts as inactive or inconclusive.

SMILES	Rab9 promoter act	Tb PFK block	BRCA1 expr act	NPC1 prom act	ELG1 repair inh	RORgamma inh	TRPV1 ag	FLuc modulator	Gal4-VP16 FLuc	p53 reactivator	ELG1 genotox
Cc1ccnc(NS(=O)(=O)c2ccc(NC(=O)c3ccc(Br)o3)cc2)n1	-26%	8%	23%	-17%	-3%	15%	1	-3%	14%[10 µM]	13%	-5%
Cc1cc(-c2nc3cccnc3s2)ccc1NS(=O)(=O)c1cccs1	1.6µM*	3%	?	?	?	-6%	-5	13µM*	-5%	7%	?
N/C(=N\OC(=O)c1cc([N+](=O)[O-])ccc1Cl)c1cccnc1	0%	3%	-71%	-3%	29%	-5%	9	-8%	-3%	?	?
CCN(CC)CCN1C(=O)C(=O)/C(=C(/O)c2ccncc2)C1c1ccccc1F (configuration not stated)	11%	2%	42%	2%	9%	6%	-1	-1%	3%	9%	-1%
O=C(N/N=C/c1ccccc1)c1ccc(OCc2ccccc2)cc1	15%	6%	-34%	1%	9%	-9%	-18	-2%	0%	0%	?
CC1(C)Cc2c(sc3ncnc(N)c23)CO1	1%	-15%	17%	0%	-7%	-1%	2	3%	1%	-11%	-16%
COC(=O)c1c(NC(=O)c2ccco2)sc2c1CC(C)(C)NC2(C)C	2%	0%	-17%	0%	9.2µM*	-11%	-1	-2%	-26%	-2%	-11%
Cc1cc(NC(=O)C(C)SCC(=O)Nc2ccc(SC(F)F)cc2)no1 (configuration not stated)	-4%	2%	1%	-1%	?	-7%	-3	?	-4%	-6%	-10%
CC(=O)Nc1cccc(NC(=O)c2ccco2)c1	0%	26%	-2%[1.84 µM]	0%	1%	5%	2	-11%	3%	1%	-1%
CCOC(=O)NC1CCS(=O)(=O)C1 (configuration not stated)	-9%	-4%	-5%	0%	?	-16%	1	1%	12%	-5%	0%
Cc1cccc(NC(=O)CN(CC2CCCO2)C(=O)c2ccc(S(C)(=O)=O)cc2)c1C (configuration not stated)	-5%	-4%	-11%	-2%	1%	.	-1	2%	.	-2%	1%
COc1cc2c(=O)n(Cc3ccco3)c(=O)n(CC(=O)c3cccc(Br)c3)c2cc1OC	-9%	0%	-33%	0%	?	-39%	0	3%	-19%	-1%	2%
COc1ccc(-c2nc(NC(=O)c3n[nH]c(=O)c4ccccc34)sc2C)cc1	-10%	-2%	-42%	-5%	-21%	-38%	-4	1%	-6%	6%	-4%
COCCNC(=O)c1cc2oc3ccccc3c2n1C	3.2µM*	-3%	10µM*	26%	?	12%	7	9.5µM*	1%	?	?
CC1(C)COC(/C=C/c2ccc([N+](=O)[O-])cc2)=N1	1%	0%	-71%	0%	?	-32%	-4	?	?	?	-9%
O=C(Nc1ccccc1N1CCCCC1)C1CC(=O)N(c2ccccc2F)C1 (configuration not stated)	-7%	-11%	-33%	-4%	5%	.	16	.	.	15%	-3%
N=c1oc2ccccc2cc1-c1nc(-c2ccc(Cl)cc2)cs1	13%	8%	-35%	29%	7%	?	0	?	?	26%	6%
COc1ccc(OC)c(-n2c(=O)c3ccccc3c3ccccc3c2=O)c1	0%	-6%	0%	-3%	?	-43%	8	-2%	-9%	?	13%
COCCCNC(=O)c1ccc(N(C)S(=O)(=O)c2ccc(OC)cc2)cc1	1%	-8%	-20%	1%	12%	-44%	-2	-2%	-1%[0.365 µM]	7%	-1%
CC(C)c1ccc[n+](-c2nc([O-])sc2C=O)c1	9%	-2%	0%	-1%	0%	-10%	6	1%	1%	0%	0%
O=C(Cc1ccccc1Cl)Nc1cccc(S(=O)(=O)N2CCCCCC2)c1	-4%	3%	-26%	-2%	?	.	?	3%	.	-12%	0%
COC(=O)c1cn(C)c2ccc(S(=O)(=O)N3CCCC3)cc2c1=O	29%	2%	6%	-2%	40%	-5%	0	-20%	-10%	0%	-3%
C/C(=N\NC(=O)c1ccccc1F)c1ccccn1	0.32µM*	-7%	-52%	?	?	0.63µM*	1	2.4µM*	1.1µM*	?	3.7µM*
Cn1c(C(=O)N2CCCC(Nc3ccc(F)cc3)C2)cc2ccccc21 (configuration not stated)	1%	2%	-17%	-1%	-2%	1%	?	5%	-2%	2%	-1%
COCCNC(=O)/C(C#N)=C/c1cccc(NC(=O)c2ccccc2Cl)c1	16%	0%	15%	22%	?	36%	-1	-20%	2%	?	14%
Next entries follow.
SMILES	Rab9 promoter act	Tb PFK block	BRCA1 expr act	NPC1 prom act	ELG1 repair inh	RORgamma inh	TRPV1 ag	FLuc modulator	Gal4-VP16 FLuc	p53 reactivator	ELG1 genotox
CCC(=O)Nc1ccc(C(=O)COC(=O)Cc2ccsc2)cc1	3%	-19%	5%	-5%	17%	.	6	11µM*	.	3%	1%
Cc1cc(Nc2ccccc2N2CCOCC2)n2ncnc2n1	1%	3%	-3%	-2%	?	-16%	-2	6%	2%	-6%	14%
Cn1c2ccccc2c2nnc(SCCN3CCOCC3)nc21	17%	-10%	27%	14%	11%	16%	-2	-16%	17%	4%	13%
Cc1nn(-c2cc(N3CCCCC3)ccc2[N+](=O)[O-])c(=O)c2ccccc12	-9%	3%	-3%	-8%	?	?	3	1%	6%	-4%	-2%
CCN(C(=O)c1coc(=O)c(Br)c1)c1ccc2c(c1)OCO2	-6%	-2%	-46%	3%	26%	-13%	0	0%	16%	4%	1%
O=C(CSc1nnc(NC(=O)c2cccc(Br)c2)s1)NCC1CCCO1 (configuration not stated)	.	0%	68%	?	29%	-3%	-5	8.5µM*	-14%	12%	?
COc1ccc(C(=O)N=C2SC3CS(=O)(=O)CC3N2c2ccc(N(C)C)cc2)cc1OC (configuration not stated)	-4%	-3%	?	-5%	?	?	0	-4%	?	8%	?
COc1ccccc1C(=O)NCC(=O)OC(C)C(=O)N1CCOCC1 (configuration not stated)	-1%	4%	-10%	0%	19%	.	8	0%	.	3%	11%

Of the compounds above, 6 have an aryl methoxy group.
SMILES	Rab9 promoter act	Tb PFK block	BRCA1 expr act	NPC1 prom act	ELG1 repair inh	RORgamma inh	TRPV1 ag	FLuc modulator	Gal4-VP16 FLuc	p53 reactivator	ELG1 genotox
COc1cc2c(=O)n(Cc3ccco3)c(=O)n(CC(=O)c3cccc(Br)c3)c2cc1OC	-9%	0%	-33%	0%	?	-39%	0	3%	-19%	-1%	2%
COc1ccc(-c2nc(NC(=O)c3n[nH]c(=O)c4ccccc34)sc2C)cc1	-10%	-2%	-42%	-5%	-21%	-38%	-4	1%	-6%	6%	-4%
COc1ccc(OC)c(-n2c(=O)c3ccccc3c3ccccc3c2=O)c1	0%	-6%	0%	-3%	?	-43%	8	-2%	-9%	?	13%
COCCCNC(=O)c1ccc(N(C)S(=O)(=O)c2ccc(OC)cc2)cc1	1%	-8%	-20%	1%	12%	-44%	-2	-2%	-1%[0.365 µM]	7%	-1%
COc1ccc(C(=O)N=C2SC3CS(=O)(=O)CC3N2c2ccc(N(C)C)cc2)cc1OC (configuration not stated)	-4%	-3%	?	-5%	?	?	0	-4%	?	8%	?
COc1ccccc1C(=O)NCC(=O)OC(C)C(=O)N1CCOCC1 (configuration not stated)	-1%	4%	-10%	0%	19%	.	8	0%	.	3%	11%

Screens: PubChem BioAssay, National Center for Advancing Translational Sciences (NCATS)
